Source: PubChem BioAssay
hiPSC survival: enhancers of single-cell hiPSC survival, primary screen, ATPlite luminescence. 100% = ROCK inhibitor wells, 0% = DMSO. survival enhancement, % at 20 µM. 360,000 compounds, 0.044% hits. AID 602274, 2012; in the data active = survival enhancement above about 18%;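 also: cells exposed to compounds for 16 hours before the ATP read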
CaV13 ICDI inh: Disruptors of the CACNA1D IQ motif to Ca2+-dependent inactivation inhibitor domain association, primary screening, Förster resonance energy transfer in intact living …; HEK cells, CFP/YFP FRET ICDI-IQ, plate reader, 10 min; percent FRET-ratio fall versus neutral wells; inhibition, % at 12.3 µM; 340,000 compounds, 0.098% hits;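 active = mean replicate inhibition of at least 30% and at least 1% of replicates passing that level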;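 also: 0% = median of the neutral control wells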
m5-HT2A agonist: mouse Htr2a agonists via beta-arrestin recruitment, primary screen, cell-based, luminescence. CHO-K1 mHTR2A beta-arrestin complementation; percent of 30 µM serotonin response. activation, % at 7.6 µM. 360,000 compounds, 0.66% hits. AID 624169, 2012;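 active = activation above a run cutoff, the mean activation of all tested compounds plus 3 SD, cut at about 14% in these data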;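 also: 0% = plate median of compound wells and 100% = 30 µM serotonin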
Target sequence (P35363 whole entry, looked up): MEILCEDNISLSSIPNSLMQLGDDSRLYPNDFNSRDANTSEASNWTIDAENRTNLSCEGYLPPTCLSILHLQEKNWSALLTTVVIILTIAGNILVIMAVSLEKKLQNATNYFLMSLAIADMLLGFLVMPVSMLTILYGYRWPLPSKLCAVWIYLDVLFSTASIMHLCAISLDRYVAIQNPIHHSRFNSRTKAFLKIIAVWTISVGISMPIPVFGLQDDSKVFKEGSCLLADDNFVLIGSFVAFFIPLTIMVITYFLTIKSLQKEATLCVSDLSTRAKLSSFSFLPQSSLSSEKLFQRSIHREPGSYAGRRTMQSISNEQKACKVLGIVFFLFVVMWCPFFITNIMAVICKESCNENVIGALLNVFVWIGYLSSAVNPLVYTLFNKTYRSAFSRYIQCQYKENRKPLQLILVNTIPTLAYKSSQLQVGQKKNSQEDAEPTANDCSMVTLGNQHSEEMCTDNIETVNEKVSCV
PDI inh: inhibitors of human PDI, primary screen, biochemical, turbidity, single point, plate reader; Protein disulfide-isomerase (Homo sapiens), P07237; PDI insulin aggregation turbidity, A650, 90 min; inhibition, % at 10 µM; 350,000 compounds, 0.052% hits;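 active = mean inhibition across replicates of 30% or more, whatever share of single replicates reach that level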;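 also: absorbance from insulin aggregation driven by PDI reduction with DTT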
Target sequence (P07237 whole entry, looked up): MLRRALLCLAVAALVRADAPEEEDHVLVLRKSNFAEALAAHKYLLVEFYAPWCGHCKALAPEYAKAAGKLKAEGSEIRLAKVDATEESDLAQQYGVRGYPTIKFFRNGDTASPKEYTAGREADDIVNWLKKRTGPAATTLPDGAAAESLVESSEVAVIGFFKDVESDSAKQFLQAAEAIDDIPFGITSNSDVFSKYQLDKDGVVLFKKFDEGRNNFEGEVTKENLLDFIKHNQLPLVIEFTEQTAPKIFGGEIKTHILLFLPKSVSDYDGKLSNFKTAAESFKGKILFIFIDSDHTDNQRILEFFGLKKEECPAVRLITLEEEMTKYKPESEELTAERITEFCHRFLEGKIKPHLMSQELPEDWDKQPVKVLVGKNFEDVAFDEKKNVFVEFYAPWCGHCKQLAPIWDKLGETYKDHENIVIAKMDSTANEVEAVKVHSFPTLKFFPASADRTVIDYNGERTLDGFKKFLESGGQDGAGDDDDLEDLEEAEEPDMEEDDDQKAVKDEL
N-glyco inh: increase of ERlucT glycosylation luciferase signal, primary screen, N-linked glycosylation inhibitor project, D54 ERlucT cells, luminescence, set 2. D54 ERlucT glycosylation luciferase reporter, 24 h; percent of 100 nM tunicamycin response. reporter increase, % at 12.5 µM. 360,000 compounds, 0.23% hits;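 active = mean luciferase reporter signal, scaled so untreated is 0 and the glycosylation-blocking control 100, at or above a set limit in every replicate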;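 also: luciferase carries N-glycosylation sites so blocking glycosylation raises the light; 0% = median of neutral control wells and 100% = median of 100 nM tunicamycin wells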
Vif imaging: HIV Vif self-association inhibitors, primary screen, imaging, HEK293T, single point; HEK293T cells, Vif self-association by quenched fluorescence, 24 h; inhibition, % at 7.49 µM; 340,000 compounds, 0.35% hits; AID 602346, 2012; in the data active = inhibition above about 50%, passing the limit was not always enough; also: some results filed as inactive read as strong as hits
ABCB6 inh 2: ABCB6 transporter inhibitors, primary screen, K562-ABCB6 cells, flow cytometry, MLPCN library; ATP-binding cassette sub-family B member 6 (Homo sapiens), Q9NP58; 360,000 compounds, 0.19% hits; K562-ABCB6 porphyrin accumulation, 1 h; stronger effect = lower value; fluorescence ratio to DMSO, % at 10 µM;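 active = fluorescence ratio to DMSO below 75%, the collection mean minus 3 SD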;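 also: signal is porphyrin accumulated inside mitochondria; 100% equals median channel fluorescence of DMSO control wells; lower ratio means ABCB6 inhibition with less porphyrin fluorescence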
H9c2 protect: cardioprotection against H2O2-induced cell death, primary screen, uHTS, H9c2 cells, ATPLite luminescence; H9c2 cardiomyocytes, H2O2 injury protection, 2 h; protection from H2O2 cell death, % at 20 µM; 360,000 compounds, 0.63% hits;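 active = compounds giving at least 50% protection of heart cells from peroxide-induced death in the single-dose screen, raw or plate-pattern-corrected value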;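 also: 0% = DMSO wells with peroxide and 100% = DMSO wells without peroxide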
Exocytosis inh: LAMP-1 surface exposure blockers, TALL-104 cells – cell-based, flow cytometry, MLPCN library, primary screen; 360,000 compounds, 0.66% hits; inhibition, % at 10 µM; TALL-104 LAMP-1 surface exposure; cells stimulated with thapsigargin and PMA;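 active = inhibition above about 55%, limit read from the data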
aDG glyco up: activators of alpha-DG glycosylation, primary screen, uHTS, Pro5-aDG cells, AlphaScreen | alpha-DG glycosylation AlphaScreen (IIH6); 0% Pro5, 100% B10-LARGE cell signal | 360,000 compounds, 0.22% hits | activation, % at 10 µM;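 active = activation of at least 8% versus controls, or a plate z-score of at least 8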;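 also: Pro5 are CHO cells carrying HIG-tagged alpha-DG that lacks glycosylation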
* = called active by the depositor; · = not tested or not shown.

SMILES	hiPSC survival	CaV13 ICDI inh	m5-HT2A agonist	PDI inh	N-glyco inh	Vif imaging	ABCB6 inh 2	H9c2 protect	Exocytosis inh	aDG glyco up
Cn1c(N)c(C(=O)COC(=O)COc2cccc(Br)c2)c(=O)n(C)c1=O	0.2	-4.9	5.3	-5.5	1.4	-10.0	100.0	-5.1	-3.4	-0.1
Cc1ccc(O)c(C(=O)c2cnc3c(c2)c(-c2ccc(F)cc2)c(C#N)c(=O)n3C)c1	-0.5	6.7	-4.8	6.9	-6.9	-3.7	96.0	6.1	10.7	-0.5
CC(/C=N/NC(=O)Cn1cnc2c1c(=O)n(C)c(=O)n2C)=C\c1ccco1	-0.4	20.6	-2.7	-2.2	3.1	1.9	96.0	-2.5	-5.7	0.2
COc1ccc(NC(=O)C2CCC2)cc1S(=O)(=O)Nc1cc(C)ccc1Br	-0.9	-5.7	-2.2	12.5	-0.6	-3.4	97.0	0.7	0.0	-0.1
CC(C)c1ccc(NC(=O)Nc2cc3sccc3n2C)cc1	0.1	-6.0	-0.7	-7.6	2.9	·	113.0	15.5	-2.8	0.0
Cc1cc(N2C(=O)C3C4CC(c5ccccc5)C(C4)C3C2=O)no1 (stereo unspecified)	-0.5	-10.9	1.2	0.7	0.6	6.6	103.0	-1.3	-0.4	0.5
C=C1/C=C(\C)C(C)(O)CC(O)CC(=O)C(O)C(O)C(C)CC(C)OC(=O)/C(C)=C/CC/C=C/C(OC)C(O)CC(C)C1 (stereo unspecified)	3.1	·	5.8	2.3	-10.4	-1.0	96.0	16.0	8.9	0.3
Oc1c(C(c2cccs2)N2CCN(c3ccc(F)cc3)CC2)sc2ncnn12 (stereo unspecified)	1.2	-7.0	7.2	·	-2.7	-2.3	91.0	-5.2	11.2	0.1
C=CCn1c(SCCOc2ccc(OC)cc2)nnc1C(NC(=O)c1ccc(OC)cc1)C(C)C (stereo unspecified)	-1.2	-4.2	0.6	-4.1	-2.9	-17.4	97.0	8.5	34.9	0.2
CC(C)(O)C#Cc1ccc(C(=O)N2CCCC(CNS(=O)(=O)c3cccs3)C2)o1 (stereo unspecified)	-0.1	-6.2	-1.5	-1.6	0.3	9.4	92.0	-1.8	8.5	-0.2
C=CCn1cc(CN2CCC(C(=O)Nc3cccc(-c4cccc(F)c4)c3)CC2)c(C)n1	-0.6	-4.9	-14.8	9.5	0.7	-4.2	108.0	-5.2	-9.3	3.9
COc1cc(C(=O)OCc2cccc(S(=O)(=O)N3CCOCC3)c2)ccc1OCC(C)C	0.1	-13.8	4.1	-6.8	-3.0	-1.0	96.0	-8.9	-9.4	0.0
O=C(NCCN1C(=O)S/C(=C\c2cccnc2)C1=O)C1CC(=O)N(Cc2ccco2)C1 (stereo unspecified)	-0.5	-4.7	3.7	5.0	1.3	5.8	99.0	2.4	0.0	-0.3
COc1ccccc1Oc1ncnc2sccc12	-0.7	0.4	3.0	1.9	0.5	-1.6	91.0	8.0	-1.5	0.1
O=C(Nc1ccc(F)cc1)c1cc(-c2ccncc2)nc2c(Cl)cccc12	0.2	-8.9	5.7	11.3	·	·	101.0	4.5	15.8	-0.2
CCn1c(SCC(=O)OC)nc2sc3c(c2c1=O)CC(C)(C)OC3	0.7	-1.5	0.8	-1.5	-0.5	6.7	99.0	0.3	0.2	0.2
CCS(=O)(=O)N1CCCC(C(=O)NCCN(C)Cc2ccccc2)C1 (stereo unspecified)	3.4	·	1.9	-10.3	-0.5	-4.2	89.0	-16.4	1.1	0.1
CCCCC(=O)NC(=S)NNC(=O)c1ccc(OC)cc1	-0.4	-6.7	-4.9	5.5	-6.6	4.8	97.0	15.9	3.2	0.3
c1cc(CNCCNCc2ccncc2)ccn1	0.3	-6.3	7.1	-3.3	0.5	-7.4	96.0	2.6	-14.8	0.0
COc1ccccc1CN(C)C(=O)COC(=O)c1cc(C)oc1C	-0.4	-5.9	7.0	-2.7	-1.3	-4.0	97.0	-4.6	-2.5	-0.2
COc1cc(OC)cc(C(=O)NCC(=O)NCC(c2ccco2)N2CCCCC2)c1 (stereo unspecified)	2.0	-4.9	-1.0	-15.8	1.5	-9.7	99.0	0.7	-2.6	0.0
COCCCNc1nc2cc(OC)c(OC)cc2c2nc(-c3ccccc3)nn12	-0.7	-18.8	8.5	-3.4	-0.2	-15.5	99.0	56.4*	-3.9	-0.2
COc1ccc(S(=O)(=O)N2CCC(C(=O)N[C@H](C(=O)N3CCCCCC3)C(C)C)CC2)cc1	-0.5	-14.9	-3.4	0.0	0.1	0.0	100.0	-3.5	19.3	0.2
COc1ccc(C(CNC(=O)c2cccc(S(=O)(=O)NCc3ccccc3)c2)N(C)C)cc1 (stereo unspecified)	0.3	-4.9	-12.4	10.4	-5.4	1.2	93.0	0.0	-5.6	0.2

Three entries picked at random from the list so far, as already listed:
SMILES	hiPSC survival	CaV13 ICDI inh	m5-HT2A agonist	PDI inh	N-glyco inh	Vif imaging	ABCB6 inh 2	H9c2 protect	Exocytosis inh	aDG glyco up
COc1ccc(C(CNC(=O)c2cccc(S(=O)(=O)NCc3ccccc3)c2)N(C)C)cc1 (stereo unspecified)	0.3	-4.9	-12.4	10.4	-5.4	1.2	93.0	0.0	-5.6	0.2
COc1ccccc1Oc1ncnc2sccc12	-0.7	0.4	3.0	1.9	0.5	-1.6	91.0	8.0	-1.5	0.1
O=C(Nc1ccc(F)cc1)c1cc(-c2ccncc2)nc2c(Cl)cccc12	0.2	-8.9	5.7	11.3	·	·	101.0	4.5	15.8	-0.2

(listing goes on)
SMILES	hiPSC survival	CaV13 ICDI inh	m5-HT2A agonist	PDI inh	N-glyco inh	Vif imaging	ABCB6 inh 2	H9c2 protect	Exocytosis inh	aDG glyco up
Cc1ccc(CN(C(=O)c2csnn2)C(C(=O)NC2CCCC2)c2ccccn2)cc1 (stereo unspecified)	-0.4	-1.7	12.1	0.0	-1.4	6.8	94.0	-3.1	-5.6	0.0
CCc1nc(SCC(=O)Nc2ccc(OC)cc2[N+](=O)[O-])n[nH]1	-0.6	-2.4	0.9	-3.8	1.8	0.8	95.0	11.7	0.8	-0.1
COC(=O)c1scc(C)c1NC(=O)Cc1ccccc1	-1.4	-8.3	0.9	5.6	-0.8	-3.0	106.0	0.7	0.7	0.1
Cc1cc(NS(=O)(=O)c2ccc(NC(=O)/C=C/c3ccco3)cc2)nc(C)n1	0.6	-6.2	-2.0	-3.9	2.3	2.1	87.0	4.4	-1.0	-0.1
Cc1cc(C(=O)COC(=O)c2ccc[nH]c2=O)c(C)n1-c1ccc(F)cc1	-3.3	-5.1	-2.0	17.7	-10.0	3.2	101.0	-16.6	-4.7	0.1
CN(C)C(=O)c1cc(-c2ccccc2)no1	-1.0	-6.2	2.1	1.4	3.7	-2.2	89.0	0.5	-14.6	0.1
CSc1ccccc1-c1nnc(-c2ccccc2)o1	-2.6	-7.4	1.7	-1.0	-9.7	·	95.0	-27.3	-0.6	2.2
CC(C)(C)c1ccc(OCCCC(=O)NC2=NCCS2)cc1	0.5	-3.1	4.7	-5.1	0.8	-3.3	103.0	-18.8	-0.5	0.0
O=S(=O)(c1ccccc1C(F)(F)F)N1CCN(CC(O)COc2ccccc2F)CC1 (stereo unspecified)	0.2	-3.6	-10.3	-1.5	0.1	1.9	102.0	-2.1	1.2	1.6
COc1ccc(CNC(=O)c2csc(Cc3ccc(Cl)cc3)n2)cc1	0.3	-3.5	0.4	-0.1	-5.1	·	96.0	-1.0	0.9	-0.1
COc1ccc2ccccc2c1/C=N\n1c(C)cc(C)c(C(N)=O)c1=O	0.2	-8.5	-1.6	6.1	-0.1	-1.6	100.0	7.8	-2.2	0.0
Fc1ccc(-[n+]2nc(Nc3ccccc3)sc2-c2ccc(OCc3ccccc3)cc2)cc1	-2.5	-3.9	-7.3	-0.3	-1.6	1.8	104.0	-4.9	-4.9	0.1
COc1ccc(N(CC(=O)Nc2c(C)n(C)n(-c3ccccc3)c2=O)S(=O)(=O)c2ccc(C)cc2)cc1OC	0.8	-2.5	0.2	-1.7	-0.9	-6.1	77.0	3.3	-5.5	-0.2
CCOC(=O)c1sc(=S)n(-c2ccccc2Cl)c1SC	4.1	-6.3	-1.8	-4.8	-2.0	-23.7	97.0	-3.7	0.0	-0.1
CC(C)NC(=O)Cn1c(SCC(=O)N2CCCc3ccccc32)nc2ccccc21	1.8	-9.1	4.9	-0.1	2.6	·	100.0	1.5	0.1	0.0
CCn1c(=O)c2c(cnn2C)c2ccccc21	4.7	-3.5	0.2	9.5	-9.3	-30.7	98.0	6.9	-0.8	1.0
COc1ccc(N2CCN(C(CNC(=O)C(C)C)c3ccc4c(c3)OCO4)CC2)cc1 (stereo unspecified)	-0.3	-4.5	2.1	-2.7	0.5	-4.5	95.0	1.0	-3.1	0.1
Cc1ccc(NC(=O)c2cnccn2)c(OC(F)F)c1	0.5	-3.0	0.8	9.6	3.9	4.0	98.0	4.6	1.5	-0.2
CCSc1nnc(NC(=O)CSC2=NN3CCCC(=O)N=C3S2)s1	0.9	-9.6	9.7	0.6	-0.4	-0.5	97.0	-0.8	0.1	0.1
O=C(NC(=S)NCCCN1CCOCC1)c1ccc(Br)cc1	1.0	0.6	-0.8	9.6	4.5	3.4	100.0	10.9	4.0	0.6
COc1ccccc1C(=O)N1CC2(C)CC1CC(C)(C)C2 (stereo unspecified)	1.6	-5.5	1.9	-0.2	1.0	6.3	90.0	0.7	1.5	-0.1
CCOC(=O)c1ccc(S(=O)(=O)N2CCN(CC(=O)NC(=O)NC3CCCCC3)CC2)cc1	-0.4	-4.1	-4.9	-4.5	1.3	1.1	92.0	-2.9	-2.5	0.0
Fc1ccccc1CNc1nc(NCC2CC2)nc2ccsc12	-2.5	-4.3	-8.2	-16.2	-2.2	-10.5	97.0	-6.4	21.7	1.6
CCCc1cc2c(cc1NC(=O)c1ccccc1Cl)OCO2	-1.2	-5.2	-0.2	3.7	-0.8	-7.1	108.0	0.9	-3.5	0.3
Cc1ccc(-n2c(SCC(N)=O)nnc2-c2ccc(S(=O)(=O)N3CCCCC3)cc2)c(C)c1	-1.5	-3.2	8.8	-4.7	-3.3	6.5	96.0	11.6	-0.3	-0.4
O=C(COC(=O)c1ccc(O)cc1O)NC12CC3CC(CC(C3)C1)C2	0.9	-5.9	-4.7	-3.7	-4.0	-3.0	103.0	-9.5	-9.2	0.3
O=C(CSc1ccccn1)N1CCNC1=O	0.2	-5.0	0.9	18.7	-0.2	2.6	94.0	10.7	0.8	0.0
COc1ccc(NC(=O)CSc2nnc(CNC(=O)COc3ccc(Cl)cc3)o2)cc1	-0.5	-19.3	3.7	-0.2	-1.1	·	98.0	3.6	3.3	-0.5
Cn1nc(C(=O)NCc2cccnc2)c2ccccc2c1=O	3.1	-5.9	5.6	-0.2	3.5	14.1	101.0	-0.3	-3.4	0.1
Nc1cc(N)nc(SCC(=O)Nc2ccccc2)n1	6.2	-4.2	4.0	0.8	-1.0	13.1	84.0	7.9	0.4	-0.2
Fc1ccc(Nc2nc(-c3ccncc3)nc3ccccc23)cc1	-2.0	-5.6	-0.4	-1.9	-6.5	8.3	99.0	-5.8	11.6	1.6
